Assay outcomes: PubChem, several laboratories
MEP2-GFP yeast = yeast TOR pathway MEP2-GFP modulation | S. cerevisiae MEP2-GFP strain, flow cytometry GFP, 3 h; 100% = DMSO control level | GFP response vs DMSO, % at 10 µM | actives 0.51% (n = 330,000) | AID 2016;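 active = GFP response versus DMSO above a set limit, roughly screen mean plus 3 SD, cut at about 180% in these data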;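 note: median GFP fluorescence of the barcode-gated MEP2-GFP cells per well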
procasp3 activ = procaspase-3 (human) activation; P42574; activation, % at 8.5 µM; AID 463141; recombinant procaspase-3 D3A, Ac-DEVD-pNA absorbance 405 nm; actives 0.11% (n = 330,000);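 active = activation above the mean of all tested compounds plus 3 SD, cut at about 21% in these data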;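 note: 0% = DMSO alone and 100% = DMSO wells spiked with extra 5 µM PC-3 D3A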
Target sequence (P42574 whole entry D9A/D28A/D175A): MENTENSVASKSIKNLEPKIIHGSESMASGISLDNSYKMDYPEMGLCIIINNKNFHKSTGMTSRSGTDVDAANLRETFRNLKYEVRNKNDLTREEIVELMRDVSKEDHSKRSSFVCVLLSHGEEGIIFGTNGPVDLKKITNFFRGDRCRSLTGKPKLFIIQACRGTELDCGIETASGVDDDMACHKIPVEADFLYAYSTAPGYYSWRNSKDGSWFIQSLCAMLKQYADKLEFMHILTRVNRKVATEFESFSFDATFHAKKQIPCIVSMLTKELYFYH
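Test system: Procaspase-3 D3A mutant, all three cleavage aspartates alanine | Dosing: Single dose, 8.5 µM nominal compound, 0.8% DMSO | Schedule: 1 h preincubation, 2 h reaction | Technique: 405 nm absorbance of p-nitroaniline, reads at 0 and 120 min | Repeats: One well per compound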
GASC-1 inh = human JMJD2C demethylase inhibition. Q9H3R0. GST-JMJD2C(1-420) H3K9me3 demethylation, DELFIA europium. inhibition, % at 2.35 µM. actives 0.069% (n = 330,000). AID 2099;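 active = more than half of a compound's replicate wells show inhibition beyond 50%, single wells judged on their own value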;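 note: signal counts dimethyl H3K9 product captured on neutravidin plate; 0% = median of DMSO wells and 100% = 0.3 times that DMSO median; strong numbers were not always called active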
Yeast superoxide = yeast age-related superoxide inhibition as caloric restriction mimetic. actives 0.18% (n = 330,000). AID 2690. S. cerevisiae aged cells, superoxide DHE fluorescence; stronger effect = lower value. superoxide response (% of plate mean), % at 10 µM;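 active = superoxide response under a set limit, about three screen SD below normal, cut at about 65% in these data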;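 note: yeast aged for seven days with compound at 30 °C before DHE staining; 100% = average MFI of all compound-treated wells on the plate with controls excluded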
proCasp7 act = counter-screen for procaspase-3 activators: activators of human procaspase-7 | recombinant procaspase-7, Ac-DEVD-pNA absorbance 405 nm; D23A/D198A/D206A triple mutant, cannot self-cleave; scale: DMSO 0, 5 µM enzyme 100 | activation, % at 8.5 µM | actives 0.093% (n = 330,000);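 active = percent activation above the screen-wide mean plus 3 SD, cut at about 25% in these data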
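Assay system: Uncleavable procaspase-7 mutant enzyme / Input: 2 µM procaspase-7 mutant as dispensed / Dosing: single nominal 8.5 µM compound dose, 0.8% DMSO final / Timing: 1 h enzyme–compound preincubation and 2 h substrate reaction, both 25 °C / Detection: p-Nitroaniline absorbance at 405 nm, read at 0 and 120 min / Replication: singlicate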
AHR act = activates the human aryl hydrocarbon receptor; P35869; AHR-responsive luciferase reporter cells, luminescence; activation, % at 5 µM; actives 2.5% (n = 320,000); AID 2796; in the data active = activation above about 47%;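 note: 0% = vehicle wells and 100% = reference agonist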
Target sequence (P35869 whole entry, looked up): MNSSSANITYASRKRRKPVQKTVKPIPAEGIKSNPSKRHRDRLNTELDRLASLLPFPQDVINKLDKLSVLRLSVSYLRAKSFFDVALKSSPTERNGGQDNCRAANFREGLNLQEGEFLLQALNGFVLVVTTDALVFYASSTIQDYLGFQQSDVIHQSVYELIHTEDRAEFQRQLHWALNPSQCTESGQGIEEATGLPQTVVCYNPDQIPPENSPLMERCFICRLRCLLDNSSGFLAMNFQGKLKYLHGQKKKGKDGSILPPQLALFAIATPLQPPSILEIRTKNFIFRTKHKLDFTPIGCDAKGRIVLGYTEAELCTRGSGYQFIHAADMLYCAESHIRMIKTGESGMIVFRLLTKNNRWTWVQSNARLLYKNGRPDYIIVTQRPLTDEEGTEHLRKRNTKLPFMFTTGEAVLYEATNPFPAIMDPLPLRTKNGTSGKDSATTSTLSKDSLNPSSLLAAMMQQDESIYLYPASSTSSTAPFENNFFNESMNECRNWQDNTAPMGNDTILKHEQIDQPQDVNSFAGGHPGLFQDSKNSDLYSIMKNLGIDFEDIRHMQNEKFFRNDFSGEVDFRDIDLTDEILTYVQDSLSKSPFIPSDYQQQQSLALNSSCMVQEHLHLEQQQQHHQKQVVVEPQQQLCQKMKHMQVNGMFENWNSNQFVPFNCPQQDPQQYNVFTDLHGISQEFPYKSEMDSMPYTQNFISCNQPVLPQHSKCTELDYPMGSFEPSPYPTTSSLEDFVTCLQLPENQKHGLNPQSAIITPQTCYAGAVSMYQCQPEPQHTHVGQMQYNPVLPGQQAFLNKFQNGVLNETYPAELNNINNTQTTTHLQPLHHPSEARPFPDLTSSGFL
RPL19A TOR yeast = alters RPL19A-GFP fluorescence in TOR pathway yeast screen. S. cerevisiae RPL19A-GFP strain, flow cytometry, 3 h; stronger effect = lower value. percent response vs DMSO, % at 10 µM. actives 0.3% (n = 330,000). AID 2025;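 active = percent response vs DMSO below 50%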;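 note: median channel GFP fluorescence of the barcoded RPL19A-GFP strain; ratio of sample median GFP to plate DMSO average so 100% = DMSO; lower means less RPL19A-GFP as with rapamycin TOR inhibition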
LAP4-GFP MLPCN = modulators of TOR pathway LAP4-GFP in S. cerevisiae | AID 2023 | GFP response vs DMSO, % at 10 µM | S. cerevisiae LAP4-GFP multiplex, flow cytometry GFP, 3 h; median GFP as percent of DMSO wells | actives 0.34% (n = 320,000);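 active = GFP response vs DMSO above a set limit, about the screen mean plus 3 SD, cut at about 150% in these data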
* marks the source's active call; other numbers are inactive results; i = inactive; · = not tested or not shown; & = joins results of further samples; [ ] = dose if it differs, or a comment.

SMILES | MEP2-GFP yeast | procasp3 activ | GASC-1 inh | Yeast superoxide | proCasp7 act | AHR act | RPL19A TOR yeast | LAP4-GFP MLPCN
CCCCOc1ccc(/C=N/NC(=S)Nc2cc(C)ccc2C)cc1 | 106 | 2 | 17 | 120 | 8 | 0 | 108 | 80
COc1cc([N+](=O)[O-])ccc1NC(=O)CN(C)C | 95 | 1 | -3 | 90 | 8 | 1 | 92 | 97
CCN1C(=O)C2(C(C#N)=C(N)Oc3cc(C)oc(=O)c32)c2ccccc21 (stereo unspecified) | 99 | 7 | -3 | 94 | 3 | 2 | 103 | 101
CCCCNC(=O)c1ccc(SCC(=O)N(CC)CC)c([N+](=O)[O-])c1 | 99 | -1 | 10 | 99 | 1 | -3 | 96 | 96
O=C(CNCc1ccc(Cl)cc1)N1CCc2ccccc2C1 | 89 | -5 | -33 | 95 | -1 | 0 | 93 | 84
CCN(CC(=O)Nc1ccc(NC(C)=O)cc1)C(=O)c1oc2ccccc2c1C | 92 | -5 | -20 | 120 | 4 | 3 | 89 | 94
C=CCNC(=O)c1c(Cl)cccc1Cl | 100 | 7 | 0 | 100 | 1 | 1 | 92 | 92
COc1cc(OC)cc(C(=O)NCCn2ccc3ccccc32)c1 | 108 | 1 | 22 | 91 | 7 | 25 | 103 | 113
CC(C)c1ccc(C(=O)OCC(=O)c2c(N)n(C)c(=O)n(C)c2=O)cc1 | 102 | -5 | -4 | 95 | 9 | -1 | 100 | 93
Cc1cccc(NC(=O)NC2CC3CCC(C2)N3Cc2ccco2)c1 (stereo unspecified) | 86 | -2 | 5 | 111 | -4 | 6 | 96 | 85
O=C(CCN1C(=O)/C(=C/c2cccs2)SC1=S)Nc1ccc(O)cc1 | 112 | 0 | -6 | 88 | -2 | 1 | 97 | 92
CC1(C)CC(=O)C2=C(C1)NCN(Cc1ccccc1)C2 | 111 | 1 | 3 | 91 | -6 | 0 | 102 | 108
CCN1C(=O)[C@H]2[C@@H](c3ccc(-c4ccc(Cl)c(Cl)c4)c(OC)c3)N[C@@](C)(C(=O)OC)[C@H]2C1=O | 102 | -6 | i | 96 | -9 | 2 | 94 | 128
CC1(C)Cc2sc3c(=O)[nH]c(=S)[nH]c3c2CO1 | 97 | -6 | -6 | 103 | 3 | -1 | 96 | 108
CCCc1nnc(SCC(=O)Nc2ccc(OC)cc2)o1 | 114 | 5 | -4 | 86 | 6 | -1 | 109 | 103
O=C(CSc1nc2ccccc2c(=O)n1-c1ccc(F)c(Cl)c1)Nc1cccc(S(=O)(=O)N2CCOCC2)c1 | 105 | -5 | -2 | 92 | 4 | 3 | 102 | 96
Cn1c(SCC(=O)NNC(=S)Nc2ccccc2)nnc1-c1ccncc1 | 109 | -7 | 3 | 81 | -6 | -3 | 102 | 112
CCCOc1ccc(/C(O)=C2/C(=O)C(=O)N(CCCOC)C2c2cccnc2)cc1 (stereo unspecified) | 105 | -5 | 16 | 77 | 4 | 0 | 102 | 100
O=C(Nc1ccc(S(=O)(=O)Nc2ncccn2)cc1)c1cc([N+](=O)[O-])ccc1Cl | 107 | 5 | -6 | 121 | -8 | -3 | 103 | 89
CN(CCC#N)C(=O)COC(=O)c1cc(Cl)cc(Cl)c1N | 99 | 3 | 10 | 97 | 4 | -3 | 100 | 101
CCOC(=O)[C@H]1[C@H]2COc3ccccc3[C@@H]2N2C(=O)CNC(=O)[C@@]12C | 107 | 1 | 2 | 82 | 1 | 1 | 107 | 111
CCOC(=O)c1c(C)[nH]c(NC(=O)Nc2ccc(NC(C)=O)cc2)c1C | 110 | · | 2 | 94 | · | · | 106 | 106
Cc1c(-c2ccccc2)nc(N)c(C#N)c1-c1cccs1 | 104 | -5 | 4 | 102 | -10 | 1 | 101 | 98
CCOCCCNS(=O)(=O)c1ccc(NC(=O)C2CC(=O)N(c3ccc(C)cc3)C2)cc1 (stereo unspecified) | 105 | 1 | 0 | 108 | -3 | -2 | 100 | 107
C/C(=N\NC(=O)COc1ccccc1-c1ccccc1)c1cccnc1 | 100 | 2 | 12 | 102 | 12 | 4 | 103 | 94

The listing continues.
SMILES | MEP2-GFP yeast | procasp3 activ | GASC-1 inh | Yeast superoxide | proCasp7 act | AHR act | RPL19A TOR yeast | LAP4-GFP MLPCN
O=C(c1cc2sccc2n1Cc1ccccc1)N1CCCc2ccccc21 | 102 | -1 | 0 | 86 | 2 | 11 | 95 | 106
O=C(NC1CCCc2c1cnn2-c1cc(F)cc(F)c1)c1ccc[n+]([O-])c1 (stereo unspecified) | 100 | 5 | -2 | 100 | -6 | -5 | 102 | 98
CC(=O)c1c(C)[nH]c(C(=O)Nc2cccc(C(F)(F)F)c2)c1C | 103 | 6 | 2 | 111 | 1 | -5 | 106 | 102
Cc1ccccc1N1C(=O)c2ccccc2C1O (stereo unspecified) | 96 | -4 | -26 | 100 | -3 | 1 | 105 | 83
NC(=S)N/N=C/c1c(O)c(Br)cc2oc3c(c12)CCCC3 | 100 | -11 | -4 | 115 | -3 | -1 | 100 | 106
NCCCN1CCOCC1 | 104 | -3 | 1 | 102 | 6 | -1 | 98 | 97
C=CCN(C(=O)c1csnn1)C(C(=O)NC1CCCCC1)c1ccc(F)cc1 (stereo unspecified) | 99 | -5 | 26 | 95 | -9 | -1 | 102 | 103
CCOC(=O)c1ccc(NCc2nc3ccccc3n2C)cc1 | 165[may fluoresce violet] | -7 | -3 | 99 | -2 | 59* | 62[may fluoresce violet] | 69[may fluoresce violet]
CC(C)(C)OC(=O)N1CCC(CNC(=O)c2cccs2)CC1 | 94 | 10 | 3 | 92 | 9 | 0 | 92 | 100
Cc1ccccc1NC(=O)Cc1nnc(SCC(=O)N2CCN(c3ccccc3)CC2)n1C | 89 | 2 | 18&19 | 107 | 11 | 0 | 87 | 87
O=C(c1ccc(Cl)cc1)N1CCCC(c2ccccc2)=N1 | 103 | 2 | · | 100 | 5 | 9 | 96 | 111
COCC(=O)N(Cc1cc2cc(C)ccc2[nH]c1=O)c1cccc(C)c1C | 104 | 4 | -8 | 99 | -3 | 23 | 101 | 96
CC(C)[C@H](N)C(=O)N1CCC(C(=O)N[C@@H](Cc2ccccc2)C(=O)NCc2ccc(F)cc2)CC1 | 111 | 1 | -9 | 99 | 15 | 0 | 105 | 104
CN1CCN(S(=O)(=O)c2ccc(Oc3ccc(F)cc3Br)nc2)CC1 | 98 | 4 | -6 | 99 | 8 | -2 | 100 | 104
Cc1ccc(CNC(=O)CN(C(=O)C2(C)CC(=O)N=C3C=CC=CN32)c2cccc(C)c2C)cc1 (stereo unspecified) | 103 | 2 | -8 | 89 | 1 | 0 | 104 | 103
CCOc1ccc(S(=O)(=O)Nc2cc(NS(=O)(=O)c3ccc(OCC)cc3)cc(C(=O)O)c2)cc1 | 102 | 8 | 4 | 85 | -1 | -1 | 102 | 102
COC(=O)c1cccc(N2C(=O)c3ccccc3S2(=O)=O)c1 | 106 | 8 | -2 | 145 | -4 | 3 | 99 | 98
COC(=O)[C@H](C)NC(=O)/C=C/c1ccc(OC)cc1 | 105 | 2 | 0 | 91 | -6 | 0 | 99 | 101
Cc1sc2nc(-c3ccccn3)[nH]c(=O)c2c1-c1ccccc1 | 85 | -34 | -3 | 106 | -56 | 25 | 84 | 102
CCC(=O)Nc1cc2c(cc1C(=O)CC)OCCO2 | 200*[may fluoresce violet] | 3 | 38 | 96 | 5 | 1 | 42*[may fluoresce violet] | 97[may fluoresce violet]
N#Cc1c(-c2ccc(Cl)cc2)ccn2nc(C3CCCCC3)nc12 | 95 | 3 | -10 | 97 | -3 | 8 | 104 | 114
COc1ccc(S(=O)(=O)Nc2cc(C(=O)NCCCN3CCOCC3)ccc2N2CCOCC2)cc1 | 96 | -4 | 10 | 88 | -8 | 1 | 97 | 100
Cc1ccccc1C(=O)N1CCC(C(=O)NC2CCCCC2)CC1 | 111 | -1 | -6 | 114 | -2 | 3 | 105 | 101
COc1cc(CN2CCN(Cc3ccccc3C(F)(F)F)CC2)cc(OC)c1OC | 141 | -5 | -42 | 101 | 5 | 7 | 113 | 105
NC(=O)CN1CCN(CCN2C(=O)c3cccc4cccc(c34)C2=O)CC1 | 113 | 2 | 14 | 92 | 5 | -4 | 99 | 98

Overlap with the part before: four compounds; new compounds follow.
SMILES | MEP2-GFP yeast | procasp3 activ | GASC-1 inh | Yeast superoxide | proCasp7 act | AHR act | RPL19A TOR yeast | LAP4-GFP MLPCN
COc1ccc(S(=O)(=O)Nc2cc(C(=O)NCCCN3CCOCC3)ccc2N2CCOCC2)cc1 | 96 | -4 | 10 | 88 | -8 | 1 | 97 | 100
Cc1ccccc1C(=O)N1CCC(C(=O)NC2CCCCC2)CC1 | 111 | -1 | -6 | 114 | -2 | 3 | 105 | 101
COc1cc(CN2CCN(Cc3ccccc3C(F)(F)F)CC2)cc(OC)c1OC | 141 | -5 | -42 | 101 | 5 | 7 | 113 | 105
NC(=O)CN1CCN(CCN2C(=O)c3cccc4cccc(c34)C2=O)CC1 | 113 | 2 | 14 | 92 | 5 | -4 | 99 | 98
Cc1ccc(S(=O)(=O)NC(=O)COc2ccc([N+](=O)[O-])cc2)cc1 | 108 | 6 | -6 | 115 | 3 | -1 | 104 | 88
CCCCCNCc1cccn1C | 105 | 4 | 99 | 99 | 4 | 0 | 96 | 100
COc1cc(/C=N/NC(=O)CNC(=O)c2ccccc2)ccc1OC(=O)c1cccs1 | 102 | -1 | -3 | 91 | 9 | 26 | 98 | 104
CCCc1cc(=O)[nH]c(SCC(=O)Nc2ccc3ccccc3c2)n1 | 89 | -2 | -11 | 106 | 7 | 6 | 96 | 95
Cc1cc(C)c2c(N)c(C(=O)NC3CC3)sc2n1 | 99 | 2 | -2 | 100 | 4 | -5 | 93 | 105
Nc1ccc(S(=O)(=O)NC2=NCCCCC2)cc1N | 104 | 7 | 14 | 106 | 6 | 0 | 102 | 116
COc1cccc(-c2nc(SCC(=O)Nc3nc(-c4ccccc4)c(C)s3)[nH]c(=O)c2C#N)c1 | 96 | -10 | 24 | 106 | 14 | 11 | 90 | 97
O=C(CCCN1C(=O)/C(=C\c2ccccc2)SC1=S)Nc1ccc(C(=O)O)cc1 | 100 | -11 | 25 | 99 | -4 | -3 | 101 | 105
COC(=O)c1ccc(-c2noc(CN3CCCCC3c3nccn3C)n2)cc1 (stereo unspecified) | 94 | 5 | -3 | 96 | 0 | 0 | 100 | 102
COc1ccc(/C=C2\CCc3ccccc3C2=O)cc1O | 105 | -1 | -4 | 98 | -7 | 3 | 105 | 118
CC1CCCC(C)N1C(=O)COC(=O)Cc1ccc(Cl)cc1 (stereo unspecified) | 95 | -3 | -10 | 115 | -3 | 1 | 100 | 80
CCN(CC)S(=O)(=O)c1cccc(-c2cn3cc(C)ccc3n2)c1 | 94 | -5 | -33 | 93 | 0 | 12 | 87 | 91
CN(C)c1ccc(/C=C2/SC(=O)N(CCN=C3NS(=O)(=O)c4ccccc43)C2=O)cc1 | 178*[may fluoresce violet] | 6 | 4 | 108 | 5 | 8 | 57[may fluoresce violet] | 88[may fluoresce violet]
CCC(C)(C)n1nnnc1CN(Cc1ccco1)Cc1cc2cc3c(cc2[nH]c1=O)OCO3 | 88 | -3 | -5 | 100 | 3 | 107* | 87 | 82
COc1cc(CCC(=O)NCCc2ccc(F)cc2)cc(OC)c1OC | 83 | -9 | -3 | 98 | 1 | 0 | 97 | 96
